# Screens (PubChem)
# uPA surface inh = qHTS for Inhibitors of Cell Surface uPA Generation; cell surface uPA generation assay, qHTS; Potency, µM (series often up to 38.3 µM), for the others: top-dose activity change, negative = inhibition, actives largely listed as inhibitors; 330,000 compounds, 0.31% hits; AID 540303, 2011; active = well fitted inhibition curve with a large enough effect; inconclusive = small, poorly fitted or top-dose-only effect; inactive = no such curve, though single readings can be large or run the other way; tested in mouse RAW 264.7 cells; note: % is set by controls: 0 for no effect and ±100 for the full control effect; nearly all actives have a fitted effect of over 55% in size
# p53 reactivator = qHTS assay for re-activators of p53 using a Luc reporter | H1299 p53-A138V BP100-luciferase reporter, luminescence, 24 h | Potency, µM (top dose mostly 92.2 µM), without a hit: at the top dose activity change, positive = activation, actives largely listed as activators | 320,000 compounds, 0.063% hits; note: % of control where 0% means no effect; nearly all actives have a fitted effect of over 45% in size
#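 p53-null H1299 cells stably carrying temperature-sensitive p53-A138V and a BP100-luciferase reporter were pinned with compounds (4-point, 1:5 series) and held 24 hrs at 37 deg C. Luminescence was read 10 min after detection reagent.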
# FLuc modulator = qHTS profiling assay for firefly luciferase inhibitor/activator using purifed enzyme and Km concentrations of substrates (counterscreen for miR-21 project). Potency, µM (series often up to 57.5 µM), inactives show top-dose activity change, negative = inhibition, usual class: inhibitors. 360,000 compounds, 6.9% hits. purified FLuc, Km substrates, luminescence inhibition;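 note: plate controls were vehicle for no effect and reference inhibitor for full effect; nearly all actives have a fitted effect of over 55% in size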
#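 Purified P. pyralis luciferase (10nM final) with 10uM D-luciferin and 10uM ATP (Km levels) in 50mM Tris acetate pH 7.5, 10mM Mg acetate, 0.01% Tween-20, 0.05% BSA; qHTS 6-point titration, ~60 µM downward; luminescence read.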
# RORgamma inh = qHTS for inhibitors of ROR gamma transcriptional activity | Potency, µM (highest dose often 53.6 µM), without a hit: at the top dose activity change, negative = inhibition, most hits filed as inhibitors | 310,000 compounds, 5.4% hits | Nuclear receptor ROR-gamma (Mus musculus), P51450 | Drosophila S2 Gal4-RORgamma UAS-luciferase reporter, 20 h; note: % is set by controls: 0 for no effect and ±100 for the full control effect; nearly all actives have a fitted effect of over 60% in size
#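 Schneider cells (Drosophila), stable Gal4 DBD–ROR gamma + UAS-luc; 1 hr cmpd preincubation; Cu2+ induction 700 uM final; 20 hr ambient; luminescence.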
# ELG1 genotoxic = qHTS screen for small molecules that induce genotoxicity in human embryonic kidney (HEK293T) cells expressing luciferase-tagged ELG1. HEK293T ELG1-luciferase reporter, luminescence, 16 h. Potency, µM (top dose mostly 46 µM), for the others: at the top dose activity change, positive = activation, most hits filed as activators. 330,000 compounds, 1.3% hits; note: % of control where 0% means no effect; nearly all actives have a fitted effect of over 60% in size
#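 Genotoxic stress is detected as increased luminescence from luciferase-tagged ELG1 in HEK293T cells, measured with ONE-Glo after a 16 hr treatment at 37 °C.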
# NPC1 prom act = qHTS Assay for NPC1 Promoter Activators; Huh7 NPC1 promoter luciferase reporter, 24 h; AID 485313, 2010; 320,000 compounds, 2.4% hits; Potency, µM (highest dose often 9.22 µM), without a hit: at the highest dose activation, usual class: activators;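 note: % of control where 0% means no effect; nearly all actives have a fitted effect of over 60% in size; reporter is driven by a mutant NPC1 promoter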
#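 Stable NPC1-promoter luciferase Huh7 line; cpd (DMSO) 24 h, 37 °C, 5% CO2; Amplite luciferase reagent 10 min RT; luminescence readout. qHTS format.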
# MBNL1-CUG inh = qHTS Assay for Inhibitors of MBNL1-poly(CUG) RNA binding; Muscleblind-like protein 1 (Homo sapiens), Q9NR56; TR-FRET MBNL1-His/biotin-(CUG)12 binding, 665/545 ratio; Potency, µM (series often up to 57.5 µM), for inactives: at the top dose activity change, negative = inhibition, hits mostly inhibitors; 280,000 compounds, 0.036% hits; AID 2675, 2010; active = well fitted inhibition curve with a large enough effect in the signal ratio, with a control signal flat, not every such curve was filed as active; inconclusive = small, poorly fitted or top-dose-only effect, or effect the other way, or a change in a side signal; inactive = no such curve, though single readings can be large or run the other way; the % refers to the signal ratio; note: % is set by controls: 0 for no effect and ±100 for the full control effect
#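 Inhibition of protein-RNA binding appears as loss of TR-FRET between terbium anti-His antibody on MBNL1-His and streptavidin-XL665 on biotin-(CUG)12. Activity is normalized to buffer-only and uninhibited-complex controls.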
# BRCA1 expr act = qHTS Assay to Identify Small Molecule Activators of BRCA1 Expression; MCF7-BRCA1-FFLuc reporter, luminescence, 48 h; response scale: scaled: vehicle 0%, 10 µM genistein 100%; Potency, µM (doses to about 46.1 µM), for inactives: at the top dose activation, most hits filed as activators; 380,000 compounds, 1.1% hits; AID 624202, 2012; note: nearly all actives have a fitted effect of over 80% in size; some results filed as inactive show a strong effect at the top dose
#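 Cells: MCF7-BRCA1-FFLuc, 2000/well. Exposure: 48 h, 37 °C, 5% CO2. Read: luminescence, 15 min post-substrate. Controls: genistein 10 microM (maximal activation), DMSO (neutral).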
# VP16 counter = VP16 counterscreen qHTS for inhibitors of ROR gamma transcriptional activity. Potency, µM (series often up to 53.6 µM), for inactives: top-dose activity, negative = inhibition, most hits filed as inhibitors. 310,000 compounds, 3.5% hits. Drosophila S2 Gal4-VP16 UAS-luciferase, luminescence, 20 h;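 note: Gal4-VP16 expression switched on by copper sulfate through the metallothionein promoter; % is set by controls: 0 for no effect and ±100 for the full control effect; nearly all actives have a fitted effect of over 50% in size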
# Rab9 promoter act = qHTS Assay for Rab9 Promoter Activators; Huh7 Rab9 promoter-luciferase reporter, luminescence, 24 h; 320,000 compounds, 2.8% hits; Potency, µM (highest dose often 9.22 µM), for inactives: at the highest dose activation, negative = inhibition, most hits filed as activators; note: % of control where 0% means no effect; nearly all actives have a fitted effect of over 60% in size
#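 Measured in stably transfected Huh7 cells bearing a Rab9 promoter–luciferase construct: 24 h compound treatment at 37 °C, followed by luminescence detection.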
# CXXC DNA block = qHTS Fluorescence Polarization Assay for Inhibitors of MLL CXXC domain - DNA interaction | AID 2662, 2010 | MLL-CXXC / FITC-HOXA9 DNA fluorescence polarization | Potency, µM (top dose mostly 115 µM), for inactives: top-dose activity change, negative = inhibition, hits mostly inhibitors | Histone-lysine N-methyltransferase 2A (Homo sapiens), Q03164 | 290,000 compounds, 0.037% hits; active = well fitted inhibition curve with a large enough effect in the polarisation, with a control signal flat, not every such curve was filed as active; inconclusive = small, poorly fitted or top-dose-only effect, or effect the other way, or a change in a side signal; inactive = no such curve, though single readings can be large or run the other way; the % refers to the polarisation
#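 Purified MLL-CXXC (added from a 7 uM solution) was preincubated 5 min at ambient with pinned compounds in 50 mM Tris-HCl pH 7.5, 50 mM NaCl, 1 mM DTT, 0.05% BSA. Fluorescein-labeled HOX-A9 DNA (50 nM solution) followed, 30 min, then polarization read.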
# An asterisk follows results filed as active; ? = inconclusive; · = no result given; [ ] = another dose, or the depositor's remark. Unless noted, calls come from the whole dose curve; as a rule, active = well fitted curve in the direction sought with a large enough effect; inconclusive = small, poorly fitted or top-dose-only effect, or another doubt; inactive = no such curve, though single readings can be large; an effect the other way counts as inactive or inconclusive. Potency is the fitted concentration of half-maximal effect. This is a subset; count on the stated rates, not on these rows.
SMILES,uPA surface inh,p53 reactivator,FLuc modulator,RORgamma inh,ELG1 genotoxic,NPC1 prom act,MBNL1-CUG inh,BRCA1 expr act,VP16 counter,Rab9 promoter act,CXXC DNA block
CC(=O)NC1C(=O)N=C(SCC(=O)Nc2cccc(Cl)c2)NC1=O (configuration not stated),3.8%,0.5%,6.2%,6.9%,-0.2%,-0.5%,-6.8%,-3.1%,-3.2%,0.3%,9.7%
O=C(CCNS(=O)(=O)c1cccc(C(F)(F)F)c1)NC1CC1,6.5%,-3.1%,7.4%,·,-1.3%,-0.3%,·,-14.8%,·,-1.7%,·
CN(Cc1nc2ccccc2c(=O)[nH]1)CC(O)COCc1ccco1 (configuration not stated),-0.4%,7.6%,1.2%,1.5%,0.4%,-0.9%,1.9%,-1.7%,-18.9%,0.5%,8.7%
CC1CCCCN1C(=O)COC(=O)c1n[nH]c2ccccc12 (configuration not stated),-2.5%,?,15.1µM*,19.7%,18.4µM*,29.8%,-6.7%,10µM*,-9.6%,?,9.5%
CCOC(=O)c1c(NC(C)=O)sc2c1CCCNC2=O,-4.4%,-7.7%,2.9%,36.3%,1.3%,-3.9%,-18.8%,1.0%,0.5%,-4.5%,3.9%
Cc1cccc(C)c1N1CCN(c2cc(Cl)nc(N)n2)CC1,5.9%,3.8%,-3.4%,-9.7%,1.8%,-0.3%,7.8%,-5.8%,0.4%,-0.4%,?
NS(=O)(=O)c1ccc(NC(=S)NC(=O)/C=C/c2ccco2)cc1,-3.8%,-3.3%,0.0%,9.9%[10 µM],0.5%,-0.3%,·,-11.7%,-4.6%,4.1%,9.8%
CCCCC(=O)Nc1nc(C)c(-c2csc(Nc3ccc(Cl)cc3)n2)s1,-7.2%,-2.6%,?,-4.7%,-7.2%,-0.3%,15.6%,-41.8%,?,6.2%,-5.2%
CN(C)C(=O)CC12CC3CC(C1)CC(CC(=O)N(C)C)(C3)C2,-1.0%,0.6%,-0.3%,7.5%,0.4%,-9.2%,0.9%,-10.9%,13.0%,-3.8%,-2.6%
O=C(N/C(=C/c1cccc([N+](=O)[O-])c1)C(=O)N1CCOCC1)c1ccc(Br)cc1,0.5%,1.0%,-2.6%,12.5%,-6.8%,3.9%,89.5%[activator],-2.9%,-7.8%,4.8%,-6.4%
CC(=O)NC1C(OCc2ccccc2)OC(CO)C(OC(C)=O)C1OC(C)=O (configuration not stated),2.3%,-10.1%,3.1%,2.1%,1.5%,2.1%,?,-4.2%,0.5%,2.7%,14.7%
C[N+](C)(C)CCCCCC(=O)/C=N/O,5.5%,-0.6%,4.0%,-0.9%,0.1%,-3.6%,-11.4%,-11.9%,1.8%,-2.8%,-0.9%
COc1ccc(C(=O)NCCNc2nc3ccc(C)cc3cc2C#N)cc1,-1.6%,·,0.4%,?,?,-1.1%,?,-14.8%,?,-11.1%,5.9%
CCOc1cc2c(cc1/C=C1/NC(=O)N(CC(=O)OC)C1=O)OCO2,0.6%,0.2%,2.4%,0.8%,4.4%,4.7%,·,-43.7%,-2.1%,-3.0%,9.5%
CCOC(=O)N1CCN(C(=O)C2CCCN(S(=O)(=O)c3c(C)cc(C)cc3C)C2)CC1 (configuration not stated),18.9%,·,-0.8%,·,-5.2%,3.9%,-1.9%,-32.0%,·,-1.1%,-18.2%
COc1cc(/C=N/NC(=O)COc2cc(C)cc(C)c2)ccc1OS(=O)(=O)c1ccc(C)cc1,-7.0%,17.5%,1.8%,-13.7%,-5.9%,-9.8%,-22.4%,-64.2%,-2.0%,-8.5%,-7.6%
COc1ccc2oc(C(=O)N(C)Cc3ccc4c(c3)OCCO4)c(C)c2c1,-0.6%,11.3%,?,·,?,3.2%,·,8.8%,·,-0.7%,·
Cc1nn(Cc2ccc(F)cc2)c(C)c1NC(=O)c1cc(-c2ccco2)on1,·,?,12.2%,-8.6%,-6.6%,0.6%,12.5%,-17.2%,-6.2%,0.4%,13.7%
NC(=O)C(Cc1ccccc1)NS(=O)(=O)c1ccc(N2CCCC2=O)cc1 (configuration not stated),-8.5%,-1.8%,3.0%,-2.4%,-3.5%,-1.5%,6.0%,-1.8%,4.0%,-0.2%,5.0%
COCCn1c(SCC(=O)c2ccccc2)nc2c(c1=O)SCC2,0.3%,4.6%,-7.4%,41.5%,-6.4%,9.2%,15.0%,1.6%,14.0%,-2.2%,15.0%
O=[N+]([O-])c1cccc(NC(=S)NCc2ccncc2)c1,2.2%,4.2%,-5.7%,10.9%,-2.0%,3.8%,?,-19.4%,-11.6%,-1.5%,-3.1%
COc1cc(-c2noc(CCCC(=O)Nc3cccnc3)n2)cc(OC)c1OC,-6.9%,2.8%,-1.2%,0.1%,1.4%,-1.8%,·,0.6%,1.0%,-0.1%,-0.1%
CC1Sc2ccc(S(=O)(=O)N3CCC(C(=O)Nc4cccc(Cl)c4)CC3)cc2NC1=O (configuration not stated),-8.2%,-6.5%,-0.6%,?,-15.0%,-5.8%,0.9%,-52.5%,?,-8.0%,2.2%
O=C(Cc1cccs1)Nc1nnc(-c2ccc(F)cc2)s1,11.8%,6.5%,-16.9%,-13.0%,14.0%,21.2%,-7.2%,80.6%,22.6%,?,-0.4%
Cc1ccc(S(=O)(=O)N2CCN(C(=O)COC(=O)c3ccccc3Cl)CC2)c(C)c1,3.0%,-4.6%,4.9%,·,1.5%,-0.4%,·,7.3%,·,-1.4%,·
SMILES,uPA surface inh,p53 reactivator,FLuc modulator,RORgamma inh,ELG1 genotoxic,NPC1 prom act,MBNL1-CUG inh,BRCA1 expr act,VP16 counter,Rab9 promoter act,CXXC DNA block
Cc1onc(-c2c(F)cccc2Cl)c1C(=O)N(C)CC(=O)Nc1cccc(F)c1,-2.1%,-4.2%,-0.2%,·,-2.8%,-2.3%,·,-6.9%,·,-0.5%,·
Cn1nnnc1SCCNCc1ccc(Cl)cc1,·,6.7%,1.4%,0.7%,0.7%,1.1%,-3.2%,-0.1%,1.4%,0.0%,1.7%
Cc1ccc(SCC(=O)Nc2ncc(C)s2)cc1,1.4%,8.6%,?,-25.9%,3.1%,21.9%,-5.4%,16.6%,-15.0%,8.3%,?
CCCCC#Cc1ccc(C(=O)NNC(=O)Nc2ccccc2)o1,5.3%,4.7%,-11.9%,-3.3%,-0.4%,0.2%,·,-15.5%,-4.5%,-6.3%,-0.6%
COc1ccc(C(=O)n2nc(-c3ccccc3)nc2N)cc1OC,-1.0%,6.9%,-2.5%,7.2%,1.2%,-0.7%,1.7%,-29.2%,-12.8%,6.9%,54.3%[activator]
Cc1ccc(C(c2nnnn2CS(=O)(=O)c2ccc(C)cc2)N2CCCC2)cc1 (configuration not stated),-4.2%,-2.4%,3.4%,-1.2%,-3.1%,1.3%,-20.7%,-2.5%,-6.6%,-22.1%,0.8%
C=C1CCN([C@H](C(=O)NCc2ccccc2)C(C)C)S(=O)(=O)c2ccccc21,-12.0%,9.4%,0.6%,7.2%,-3.4%,-0.9%,-5.8%,15.7%,-4.5%,-1.1%,1.6%
Cc1ccc(N/C(C(Cl)=C(Cl)Cl)=C(/Cl)[N+](=O)[O-])c(C)c1,?,11.7%,-9.2%,?,-4.0%,0.4%,1.0%[11.5 µM],-56.2%,-12.6%,-3.3%,2.2%
COc1ccc(OCCOC(=O)c2cccc(-n3cnnn3)c2)cc1,-4.1%,-4.8%,-1.5%,?,?,17.2%,?,78.0%,-2.1%[0.365 µM],1.8%,-4.9%
CCn1c(-c2sc(-c3ccccc3)nc2C)n[nH]c1=S,-2.2%,9.3%,-9.0%,3.55µM*,0.1%,2.4%,13.4%,-58.4%,?,-1.8%,-1.6%
CC(C)Oc1cccc(C(=O)NC(=S)Nc2cccnc2)c1,-3.5%,?,?,?,?,?,-2.9%,-6.5%,-85.4%,?,9.4%
O=C(NCCN1C(=O)C2C3C=CC(C3)C2C1=O)Nc1ccccn1 (configuration not stated),4.7%,4.6%,0.7%,-0.9%,-1.2%,0.5%,-3.0%,17.4%,-4.9%,-7.3%,0.9%
